Screening data deposited in PubChem BioAssay by Sanford-Burnham Center for Chemical Genomics.
APJ agonist – APJ receptor agonism; P35414; CHO-K1 APJ PathHunter beta-arrestin, luminescence; 0% DMSO wells, 100% apelin; activation, % at 20 µM; hit rate 0.11% among 330,000; AID 2520;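 active = activation more than six SD over the plate average, tested at 20 µM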;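 note: 0% = DMSO alone and 100% = apelin-13 at 10 nM; some results filed as inactive read as strong as hits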
Target sequence (P35414 whole entry, looked up): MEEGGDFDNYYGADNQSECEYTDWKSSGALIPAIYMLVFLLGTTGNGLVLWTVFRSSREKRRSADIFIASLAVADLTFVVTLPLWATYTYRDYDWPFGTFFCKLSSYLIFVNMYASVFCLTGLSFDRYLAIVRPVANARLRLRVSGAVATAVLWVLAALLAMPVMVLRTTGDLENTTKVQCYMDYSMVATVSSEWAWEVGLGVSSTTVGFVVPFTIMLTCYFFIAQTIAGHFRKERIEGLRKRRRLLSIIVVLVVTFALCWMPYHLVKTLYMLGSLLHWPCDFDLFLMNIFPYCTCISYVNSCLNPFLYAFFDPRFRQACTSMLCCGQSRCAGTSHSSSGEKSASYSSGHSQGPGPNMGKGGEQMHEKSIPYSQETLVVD
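system = engineered CHO-K1 APJ arrestin reporter cells | input = 1000 cells per well | timing = overnight seeding, 90 min compound at 25 °C, 1 h detection | measured by = enzyme-fragment complementation luminescence | read-out = beta-arrestin recruitment to APJ as agonist activity, luminescent signal | control set = negative DMSO alone, positive Apelin-13 at 10 nM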
tim23-1 inh – tim23-1 yeast growth inhibition. S. cerevisiae tim23-1 growth, BacTiter-Glo luminescence, 24 h. inhibition, % at 20 µM. AID 463212. hit rate 1.3% among 330,000;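 active = growth inhibition of the mutant yeast at or above 50%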;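 note: temperature-sensitive mutant grown at 25 °C; plate controls were DMSO-treated mutant yeast for no effect and medium wells lacking yeast for full effect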
Mdm2-MdmX inh – disrupts the human Mdm2-MdmX interaction; SaOS-2 split-luciferase Mdm2/MdmX complementation, luminescence; AID 485346; inhibition, % at 8 µM; O15151+Q00987; hit rate 3% among 330,000;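 active = inhibition of at least 50% at 8 µM in the primary screen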
CXCR6 inh – blocks human CXCR6 beta-arrestin recruitment; inhibition, % at 20 µM; O00574; AID 602244; CHO-K1 PathHunter CXCR6 beta-arrestin, luminescence; hit rate 0.36% among 360,000; in the data active = inhibition above about 34%, passing the limit was not always enough;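 note: antagonist mode with CXCL16 agonist at 10 nM final; 0% = 10 nM CXCL16 with DMSO and 100% = unstimulated wells without agonist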
UPR CHOP act – apoptotic UPR (CHOP) activation. AID 449763. hit rate 0.34% among 330,000. activation, % at 10 µM. CHO-CHOP luciferase reporter, luminescence; percent of tunicamycin response over DMSO baseline;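 active = at 10 µM dose, activation of 40% or more, normalized to positive control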;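 note: 100% = tunicamycin at 10 µg/mL and 0% = DMSO alone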
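Test system: CHO-CHOP cells, stable luciferase reporter of PERK-eIF2a-CHOP signalling | Quantity: 500 CHO-CHOP cells per well | Buffer or medium: F12 plus 10% serum | Compound dosing: 10 µM single point, 0.5% DMSO | Schedule: 6 h compound treatment, 37 °C | Signal: Luciferase luminescence | Control set: Tunicamycin high control, DMSO low control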
APJ antag – blocks the human apelin receptor APJ. P35414. CHO-K1 APJ beta-arrestin complementation, luminescence. inhibition, % at 20 µM. hit rate 0.32% among 330,000. AID 2521;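 active = inhibition above about 40% at 20 µM, limit read from the data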;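 note: cells challenged with 10 nM apelin-13 agonist together with compound; plate controls were apelin-13 plus DMSO wells for no effect and DMSO wells lacking apelin-13 for full effect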
CCR6 antagonist – antagonists of human CCR6 receptor. P51684. CHO-K1 CCR6 PathHunter beta-arrestin, luminescence, CCL20-stimulated. inhibition, % at 20 µM. hit rate 0.49% among 340,000;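 active = compounds whose inhibition of the agonist-driven luminescence signal at 20 µM reaches about 50%, limit read from the data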;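 note: cells stimulated with CCL20 at 14 nM final; plate controls were DMSO with CCL20 for no effect and DMSO without agonist for full effect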
Target sequence (P51684 whole entry, looked up): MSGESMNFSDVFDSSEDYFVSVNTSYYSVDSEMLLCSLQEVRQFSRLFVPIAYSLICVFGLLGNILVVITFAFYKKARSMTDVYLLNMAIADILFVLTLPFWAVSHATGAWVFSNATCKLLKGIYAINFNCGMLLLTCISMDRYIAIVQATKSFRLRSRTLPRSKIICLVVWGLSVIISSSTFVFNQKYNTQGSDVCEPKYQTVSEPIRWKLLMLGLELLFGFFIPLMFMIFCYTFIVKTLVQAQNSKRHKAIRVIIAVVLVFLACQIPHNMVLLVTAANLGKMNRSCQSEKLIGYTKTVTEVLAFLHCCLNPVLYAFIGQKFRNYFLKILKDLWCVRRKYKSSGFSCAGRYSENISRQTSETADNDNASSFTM
EBI2 antag – antagonists of human EBI2 receptor; inhibition, % at 5 µM; EBI2 beta-arrestin recruitment, luminescence, 7a,25-OHC stimulated; P32249; AID 651636; hit rate 0.81% among 360,000; in the data active = inhibition above about 38%;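 note: enzyme fragment complementation signal reports receptor beta-arrestin coupling in cells; 0% = agonist plus DMSO wells and 100% = wells without agonist; some results beyond the cut were filed as inactive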
Target sequence (P32249 whole entry, looked up, the tested form may be a part): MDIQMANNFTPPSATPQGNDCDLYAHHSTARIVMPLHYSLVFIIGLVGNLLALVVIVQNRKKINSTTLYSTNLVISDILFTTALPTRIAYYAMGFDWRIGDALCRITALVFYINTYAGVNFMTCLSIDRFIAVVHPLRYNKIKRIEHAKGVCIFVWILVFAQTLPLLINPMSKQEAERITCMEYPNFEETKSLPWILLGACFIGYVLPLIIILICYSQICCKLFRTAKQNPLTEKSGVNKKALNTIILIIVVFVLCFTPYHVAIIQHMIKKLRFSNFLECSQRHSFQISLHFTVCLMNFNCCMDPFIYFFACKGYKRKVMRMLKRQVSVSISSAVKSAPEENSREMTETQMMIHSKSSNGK
XBP1 UPR activ – adaptive UPR (XBP1) activation. CHO-XBP1 luciferase reporter, IRE1-XBP1 UPR activation, luminescence; percent of tunicamycin response, DMSO as zero. activation, % at 20 µM. AID 463104. hit rate 0.33% among 330,000;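 active = versus positive control, 20 µM dose yields 30% or more activation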;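 note: 100% = tunicamycin at 10 µg/mL and 0% = DMSO only wells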
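Material: IRE1-XBP1 luciferase reporter CHO line / Quantity: one thousand reporter cells per well / Buffer or medium: F12 with 10% serum / Compound: 20 µM single concentration, DMSO 1% / Times: 6 h treatment, 37 °C / Detection: Steady-Glo luciferase glow luminescence, 10 min after reagent addition / Benchmarks: tunicamycin high, DMSO low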
Starred values were filed as active, the others as inactive; . = no result given.

SMILES	APJ agonist	tim23-1 inh	Mdm2-MdmX inh	CXCR6 inh	UPR CHOP act	APJ antag	CCR6 antagonist	EBI2 antag	XBP1 UPR activ
Cc1ccccc1-n1c(SCC(N)=O)nc2sc(-c3ccccc3)cc2c1=O	0	41	22	8	-2.0	-23	-1	-2	3
Fc1ccccc1CSc1nnnn1-c1ccc2c(c1)OCO2	8	43	-15	1	0.3	-1	7	4	1
CC(C(=O)NCc1cccnc1)c1ccc([N+](=O)[O-])cc1 (stereo not given)	-1	5	-9	-2	1.8	-11	11	1	-1
CC(C)C(=O)Nc1ccc(-c2csc(-c3ccccc3)n2)cc1	2	11	-48	-1	8.0	14	-5	6	6
Nc1nc(SCC(=O)Nc2ccc(S(N)(=O)=O)cc2)n[nH]1	-5	5	-7	2	0.8	7	6	4	-3
Cc1cc(C)c(C)c(C(=O)CSc2nnc(-c3ccc4[nH]c(C)c(C)c4c3)o2)c1C	0	-5	38	-5	-0.6	2	0	52*	-1
O=C(Cn1ncc(N2CCCC2)c(Br)c1=O)c1ccc(Cl)cc1	-2	20	-90	-8	7.9	8	12	-17	7
COc1ccc(CCNC(=O)c2cc3c(=O)n4ccccc4nc3n(C3CCCCC3)c2=N)cc1	-1	-9	61*	-1	2.3	16	2	-1	2
CC1=C(C#N)C(NC(=O)c2ccc(C)cc2)(C(F)(F)F)C(=O)N1 (stereo not given)	-5	-11	-2	-9	1.3	-15	2	-1	2
O=C(Cc1ccccc1F)Nc1ccc(Cl)nc1	0	18	11	2	0.0	-20	14	-5	0
CCN1C(=NCc2ccco2)N[C@@H](c2cccc(F)c2)C(C(=O)OC)=C1C	13	30	18	5	-1.7	-5	3	-12	-1
CCOC(=O)Cc1csc(NC(=O)CSc2nc3sc(C(=O)O)c(C)c3c(=O)[nH]2)n1	-5	12	-23	-5	-0.3	12	7	-11	0
O=C(COC(=O)c1cncc(Br)c1)NC1CC1	1	-2	10	-2	-1.9	17	-5	-4	-1
COCCCNC(=O)CNC(=S)N(Cc1cc(OC)c(OC)c(OC)c1)C1CCCC1	-1	7	-9	6	0.7	3	-18	-3	-3
CCOc1ncccc1C(=O)Nc1cccc(Cl)c1Cl	-4	5	5	-12	-1.0	-5	1	-12	3
C/C(=N\NC(=O)COc1ccccc1)c1cccs1	-1	14	-39	-2	5.2	8	15	-12	-1
COc1ccc(N=CC2=C(O)c3ccccc3C2=O)c(OC)c1	1	30	29	-13	-8.8	3	-9	17	-11
O=C1NC(c2cccc(Cl)c2)Nc2ccccc21 (stereo not given)	-3	11	30	-12	-0.3	10	12	-4	2
Cc1[nH]c2ccc(Br)cc2c(=S)c1C/C=C/Cl	0	12	10	2	0.4	16	2	4	-2
O=C1CSc2ccccc2N1Cc1ccccc1F	-4	-3	13	13	0.2	8	24	0	2
Cc1ccc(C(=O)NCC(=O)NCC(=O)OCC(=O)c2ccc([N+](=O)[O-])cc2)cc1	2	6	10	-5	-1.4	-16	-7	-7	0
Cc1ccc(-c2nc(C3CCN(S(=O)(=O)c4ccc(C(F)(F)F)cc4)CC3)no2)cc1	-3	-9	56*	-3	0.4	-5	1	37	2
OCCNCc1ccc(OC2CCCC2)cc1	-2	3	17	2	-0.3	6	-8	-1	0
CCC1CN(S(=O)(=O)c2ccc3c(c2)NC(=O)CC(=O)N3)c2cc(Cl)ccc2O1 (stereo not given)	-1	7	23	6	-1.2	10	6	9	1
Cc1ccc(CNc2nc(N)c([N+](=O)[O-])c(Nc3cccc(F)c3)n2)cc1	1	22	10	9	-0.6	41*	0	-1	4
CC1NC(C)(C)Cc2c1ccc1ccccc21 (stereo not given)	-1	-4	12	3	-0.3	9	5	-11	-3
CC(C)(C)NC(=O)CSc1ncnc2c1cnn2-c1ccccc1	2	21	-17	-3	2.4	9	-2	7	0
CCN(CC)S(=O)(=O)c1cc(NC(=O)C2CSC3(C)CCC(=O)N23)ccc1C (stereo not given)	-3	20	-29	11	-0.2	15	11	-1	-2
COc1ccccc1C(C)NC(=O)CN(C)CC(=O)Nc1c(C)cccc1C (stereo not given)	-2	13	16	3	1.8	5	-1	-7	-2
COc1ccc(CC(=O)Nc2ccc(C(=O)NC(C)(C)C)cc2)cc1OC	-1	3	8	-1	-1.6	-3	-3	-3	-1

Arranged by heavy-atom count (descending): some entries from above
SMILES	APJ agonist	tim23-1 inh	Mdm2-MdmX inh	CXCR6 inh	UPR CHOP act	APJ antag	CCR6 antagonist	EBI2 antag	XBP1 UPR activ
Cc1ccc(-c2nc(C3CCN(S(=O)(=O)c4ccc(C(F)(F)F)cc4)CC3)no2)cc1	-3	-9	56*	-3	0.4	-5	1	37	2
Cc1ccc(C(=O)NCC(=O)NCC(=O)OCC(=O)c2ccc([N+](=O)[O-])cc2)cc1	2	6	10	-5	-1.4	-16	-7	-7	0
CC1NC(C)(C)Cc2c1ccc1ccccc21 (stereo not given)	-1	-4	12	3	-0.3	9	5	-11	-3

The results go on:
SMILES	APJ agonist	tim23-1 inh	Mdm2-MdmX inh	CXCR6 inh	UPR CHOP act	APJ antag	CCR6 antagonist	EBI2 antag	XBP1 UPR activ
O=C(O)/C=C/C(=O)NNC(=O)c1ccc(Cl)cc1Cl	0	0	6	0	-3.0	-10	4	2	-2
CC1(C)CC(=O)C/C(=N\NC(=O)C2C3CCCCC32)C1 (stereo not given)	-3	3	-17	-8	0.6	14	-4	4	4
Cc1nn(C/C(C#N)=N\O)c(C)[n+]1N	2	3	2	-1	-0.3	-12	16	-11	3
S=C(NC1CCCC1)NN1CCOCC1	0	16	-21	-4	-1.3	1	15	-3	0
CCCn1c(CNc2ccccc2O)nc2ccccc21	7	39	14	31	1.3	-56	62*	-11	2
CCOC(=O)c1c(C)[nH]c(C)c1C(=O)COC(=O)/C=C/c1ccco1	-4	8	12	3	-3.3	3	16	7	1
O=C(Cc1nnc(NC(=O)Nc2ccc(F)cc2)s1)NCc1ccccc1	6	-3	14	-8	0.9	-1	-7	-9	1
CN1C=CC2=C(C#N)C(N)C(C#N)(C#N)[C@H](c3ccccc3)[C@H]2C1 (stereo not given in full)	-2	-9	15	6	-2.0	17	16	3	1
COC(=O)c1ccccc1NC(=S)N1CCOCC1	2	14	33	-1	2.4	11	13	-1	-2
CCc1ccc(CN(C)CC(=O)Nc2ccc3c(c2)CCC3)cc1	-6	39	22	-6	-1.6	10	6	-3	1
CCN(CC)S(=O)(=O)c1ccc(NC(=O)CO/N=C(\N)c2ccccc2)cc1	-2	13	21	1	0.7	3	7	5	1
COC(=O)c1ccc(C(=O)Nc2nnc(-c3cccnc3)o2)cc1	-4	0	-4	.	-2.1	26	.	.	0
Cn1c(=O)c(=O)n(C)c2cc(S(=O)(=O)N3CCN(c4cccc(C(F)(F)F)c4)CC3)ccc21	-3	7	31	-2	-1.2	12	13	-14	0
O=c1[nH]c(NCCO)nc2c1C1(CCCCC1)Cc1ccccc1-2	3	34	-4	-3	-2.4	-8	0	4	-2
O=C(NNC(=O)c1ccccc1Br)c1cccc(Cl)c1	0	18	-6	-5	0.4	-5	-2	0	2
CCN1CCN(c2ccc(S(=O)(=O)N3CCOCC3)cc2NC(=O)/C=C/c2ccc([N+](=O)[O-])cc2)CC1	13	-2	100*	-9	1.5	-37	13	11	-2
CCCNC(=O)NC(=O)CSc1cccc(C(F)(F)F)c1	-3	25	8	-4	0.3	5	4	2	-3
COc1ccc2c(C)cc(SCC(=O)Nc3ncc(Cl)cc3Cl)nc2c1	-2	-14	19	-3	-1.0	5	21	-2	0
Cc1cc2cc(CNS(=O)(=O)N(C)C)ccc2[nH]1	3	25	-27	-8	-0.5	-1	4	2	-5
COc1cccc(CNC(=O)c2cccc(NC(=O)C3=C(C)OCCS3)c2)c1	2	24	9	1	-2.4	9	24	-2	-4
Cc1cccc(OCc2nnc(SCC(=O)NC3CCCC3)n2C)c1	3	6	13	2	1.3	13	4	2	1
Cc1ccc(C(=O)Nc2nc(=O)n(C(=O)C3CC3)s2)cc1	-5	27	-4	-3	3.0	-1	6	7	-2
Cc1cccc(NC(=O)CNC(=O)Cc2ccc(S(=O)(=O)N3CCOCC3)s2)c1C	-3	7	0	5	-1.5	-23	15	-3	-1
CCOc1ccc(NC(=O)C[n+]2ccccc2)cc1	-13	10	10	-1	-0.6	8	-16	-8	1
Nc1cc(C(F)(F)F)ccc1OCC1CCCO1 (stereo not given)	-1	-8	1	-2	6.0	16	9	-2	0
N#CCCn1cc(C=O)c(-c2cccs2)n1	0	14	-2	-2	1.0	-1	7	-3	-2
COc1ccc(NC(=O)/C(=C/c2ccc3c(c2)OCO3)NC(C)=O)cc1	-3	2	-12	-5	0.4	-5	12	3	-3
COc1cc(C2CC(=O)N(CC(=O)NCc3ccco3)c3ccccc3S2)cc(OC)c1OC (stereo not given)	-2	12	11	-4	-2.0	9	8	16	-2
O=C(Nc1nnc(Cc2ccccc2F)s1)Nc1ccccc1F	1	6	12	3	4.2	10	-6	14	3
COc1ccc(/C=C/C(=O)OCC(=O)NC2CC2)c(OC)c1	-2	3	-25	-2	0.1	-5	7	-3	0
Cn1c(=O)c2[nH]c(CN3CCN(Cc4ccccc4)CC3)nc2n(C)c1=O	-2	0	14	1	-2.2	10	2	4	-2
COCCCN(C(=S)NC(=O)C(C)(C)C)c1c(N)n(Cc2ccccc2)c(=O)[nH]c1=O	0	12	9	-10	-0.7	-9	1	-3	0
CN(C1=C(NC(=O)c2ccccc2)C(=O)c2ccccc2C1=O)C1CCS(=O)(=O)C1 (stereo not given)	4	14	21	6	-6.9	-14	.	-4	-4
CCOC(=O)C1C(=O)NC(N2CCCCC2)=NC1C(C)C (stereo not given)	0	1	9	1	-0.1	12	-11	-4	0
Cc1ccc(Nc2nc(-c3sc(NC(=O)c4cccc(Cl)c4)nc3C)cs2)cc1	0	14	-36	.	0.7	9	.	.	-2
Cc1ccc(N2C(=O)c3ccc(C(=O)N4CCN(c5cccc(C)c5C)CC4)cc3C2=O)cc1	-3	18	10	5	-0.6	2	11	18	1
C=C(C)Cn1c(Sc2nc3ccccc3[nH]2)nc2c1c(=O)[nH]c(=O)n2C	-8	6	20	-2	-1.9	4	11	-12	-2
O=C(CCc1c[nH]c2ccccc12)NCCc1ccc(O)cc1	-2	36	19	-6	0.2	-17	2	2	1
CCN(C(=O)CSc1nc2cc(Cl)ccc2c(=O)n1CC(C)C)C1CCS(=O)(=O)C1 (stereo not given)	-4	10	-2	12	2.0	-43	14	3	-2
COc1ccc2[nH]c(C(=O)Nc3ccc(C)c(F)c3)cc2c1	-2	-13	-50	2	5.9	-2	-11	-13	5
CCCCOC(=O)CCn1c(=S)oc2ccccc21	1	25	-43	4	1.9	5	30	0	2
Cc1ccc(S(=O)(=O)N2CCN(C3CC(=O)N(Cc4ccccc4)C3=O)CC2)cc1C (stereo not given)	-7	12	12	-8	-3.8	0	15	-8	-1
C/C(CCc1ccccc1)=N\NC(=O)c1ccccc1	-7	18	-3	1	-1.2	1	11	1	1

Only part of the results is shown, so the mix of outcomes need not match the whole.
